# Assay outcomes (PubChem BioAssay)
# PGK inhibitor: qHTS Assay to Find Inhibitors of Phosphoglycerate Kinase; actives 0.043% (n = 380,000); Phosphoglycerate kinase, glycosomal (Trypanosoma brucei brucei), P07378; Potency, µM (doses to about 57.5 µM), inactives show at the top dose activity change, negative = inhibition, hits mostly inhibitors; AID 602233, 2012; PGK/GAPDH coupled, Kinase-Glo luminescence, 60 min; note: % is set by controls: 0 for no effect and ±100 for the full control effect; nearly all actives have a fitted effect of over 60% in size
#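 Recombinant glycosomal PGK reaction used 1,3-bisphosphoglycerate generated in-well by GAPDH (100nM final) in 100mM TEA pH 7.6, 5mM MgCl2, 0.01% Tween-20. After 60 minutes at room temperature, ATP was read by Kinase-Glo Plus luminescence end-point.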
# G9a block: qHTS Assay for Inhibitors of Histone Lysine Methyltransferase G9a; Histone-lysine N-methyltransferase EHMT2 (Homo sapiens), Q96KQ7; G9a H3K9 monomethylation, AlphaScreen, 2 h; Potency, µM (top dose mostly 102 µM), for inactives: top-dose activity, negative = inhibition, usual class: inhibitors; actives 8.8% (n = 350,000); note: % is set by controls: 0 for no effect and ±100 for the full control effect; nearly all actives have a fitted effect of over 75% in size
#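 Quantitative HTS format: methyltransferase activity on a biotin-tagged H3K9 peptide is measured by AlphaScreen, using a rabbit anti-monomethyl-H3K9 antibody with streptavidin donor and anti-IgG acceptor beads. Final levels are 20 nM enzyme, 500 nM peptide, 20 uM SAM; 2 h RT.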
# BLM helicase inh: qHTS Assay for Inhibitors of Bloom's syndrome helicase (BLM); actives 0.2% (n = 350,000); AID 2528, 2010; recombinant BLM DNA unwinding, fluorescence dequenching; Potency, µM (doses to about 56.1 µM), inactives show at the top dose activity change, negative = inhibition, actives largely listed as inhibitors; RecQ-like DNA helicase BLM (Homo sapiens), P54132;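 note: plate controls were vehicle for no effect and no enzyme for full effect; nearly all actives have a fitted effect of over 35% in size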
# HP1b chromo inh: HTS for Inhibitors of HP1-beta Chromodomain Interactions with Methylated Histone Tails; actives 0.56% (n = 390,000); AID 540317, 2011; AlphaScreen HP1-beta / biotin-H3K9me3 peptide binding; Potency, µM (top dose mostly 114 µM), for inactives: at the highest dose activity change, negative = inhibition, hits mostly inhibitors; note: nearly all actives have a fitted effect of over 70% in size; inactives centre near 23
# Target sequence (P83916 whole entry, looked up): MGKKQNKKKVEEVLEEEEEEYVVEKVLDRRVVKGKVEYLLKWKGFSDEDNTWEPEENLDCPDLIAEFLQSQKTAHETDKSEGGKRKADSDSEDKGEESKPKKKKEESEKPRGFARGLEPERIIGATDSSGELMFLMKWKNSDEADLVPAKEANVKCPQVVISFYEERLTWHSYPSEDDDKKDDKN
#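 AlphaScreen: HP1-beta (50 nM) preformed 30 min with biotin-H3(1-18)K9me3 peptide (50 nM) in PBS pH 7.4, 0.01% Tween-20. Compound added for 30 min at RT, then streptavidin donor/nickel chelate acceptor beads (10 ug/mL) for 30 min.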
# Pin1 inh: qHTS Assay to Find Inhibitors of Pin1; Peptidyl-prolyl cis-trans isomerase NIMA-interacting 1 (Homo sapiens), Q13526; Pin1 FP peptide displacement, HiFluor488, 10 min; Potency, µM (titrated, usually from 115 µM), for inactives: at the top dose activity, negative = inhibition, actives largely listed as inhibitors; actives 0.009% (n = 390,000); active = well fitted inhibition curve with a large enough effect in the polarisation, with a control signal flat, not every such curve was filed as active; inconclusive = small, poorly fitted or top-dose-only effect, or effect the other way, or a change in a side signal; inactive = no such curve, though single readings can be large or run the other way; the % refers to the polarisation; note: % is set by controls: 0 for no effect and ±100 for the full control effect
# Target sequence (Q13526 whole entry, looked up): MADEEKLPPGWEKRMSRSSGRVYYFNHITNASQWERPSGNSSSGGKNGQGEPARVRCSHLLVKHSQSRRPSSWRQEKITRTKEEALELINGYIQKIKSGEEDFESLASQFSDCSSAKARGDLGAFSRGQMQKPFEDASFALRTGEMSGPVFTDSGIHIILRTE
# JMJD2A Tudor: qHTS Assay for Inhibitors of JMJD2A-Tudor Domain; AlphaScreen JMJD2A-Tudor / H3K4me3 peptide binding; actives 4.4% (n = 390,000); AID 504339, 2011; Lysine-specific demethylase 4A (Homo sapiens), O75164; Potency, µM (doses to about 114 µM), without a hit: at the highest dose activity change, negative = inhibition, most hits filed as inhibitors; note: % is set by controls: 0 for no effect and ±100 for the full control effect; nearly all actives have a fitted effect of over 50% in size
# GLS inh: qHTS for Inhibitors of Glutaminase (GLS). Glutaminase kidney isoform, mitochondrial (Homo sapiens), O94925. GLS enzymatic activity, qHTS titration. Potency, µM (highest dose often 45.5 µM), for inactives: at the highest dose activity change, negative = inhibition, most hits filed as inhibitors. actives 0.21% (n = 410,000). AID 624170, 2012; note: % is set by controls: 0 for no effect and ±100 for the full control effect
# Target sequence (O94925 whole entry, looked up, canonical isoform): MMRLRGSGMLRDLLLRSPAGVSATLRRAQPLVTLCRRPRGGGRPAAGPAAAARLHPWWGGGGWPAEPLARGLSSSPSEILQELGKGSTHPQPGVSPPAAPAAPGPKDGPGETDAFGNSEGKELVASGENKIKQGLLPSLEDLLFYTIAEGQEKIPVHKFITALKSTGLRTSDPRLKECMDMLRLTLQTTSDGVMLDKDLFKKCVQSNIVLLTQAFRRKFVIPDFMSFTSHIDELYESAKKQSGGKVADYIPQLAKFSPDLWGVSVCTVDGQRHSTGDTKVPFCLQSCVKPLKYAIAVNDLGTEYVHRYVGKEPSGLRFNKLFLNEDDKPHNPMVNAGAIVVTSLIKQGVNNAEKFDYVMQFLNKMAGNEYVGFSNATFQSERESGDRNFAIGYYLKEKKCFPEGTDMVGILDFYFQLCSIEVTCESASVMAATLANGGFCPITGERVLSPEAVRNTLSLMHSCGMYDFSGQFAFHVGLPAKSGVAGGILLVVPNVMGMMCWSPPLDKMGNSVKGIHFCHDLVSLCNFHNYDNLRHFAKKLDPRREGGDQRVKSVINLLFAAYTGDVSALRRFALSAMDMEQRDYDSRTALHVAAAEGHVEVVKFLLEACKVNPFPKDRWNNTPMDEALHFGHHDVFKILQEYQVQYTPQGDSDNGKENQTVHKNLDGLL
#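 hKGA in 45 mM KH2PO4 (pH 8.2), 0.02% Tween-20 with compound, then 1mM L-Glutamine (stock as added) plus glutamate oxidase/HRP/Amplex red coupling mix. Fluorescence read initially and after 30 min at RT; signal change reflects glutamate formation.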
# POLI inh: qHTS for Inhibitors of Polymerase Iota; DNA polymerase iota (Homo sapiens), Q9UNA4; Pol iota fluorescent replication assay, 10 min; Potency, µM (series often up to 115 µM), for the others: top-dose activity, negative = inhibition, hits mostly inhibitors; actives 1% (n = 390,000)
#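 Fluorescent replication assay read twice, at 0 min and 10 min after adding 50 nM (final) substrate. Enzyme (10 nM) and compounds were first incubated 15 min at room temperature; enzyme-free buffer wells were negative controls.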
# BAZ2B block: qHTS Assay for Inhibitors of BAZ2B; actives 4.4% (n = 360,000); AlphaScreen BAZ2B-H3K14Ac peptide displacement; Potency, µM (highest dose often 114 µM), inactives show top-dose activity change, negative = inhibition, hits mostly inhibitors; Bromodomain adjacent to zinc finger domain protein 2B (Homo sapiens), Q9UIF8; AID 504333, 2011; note: % is set by controls: 0 for no effect and ±100 for the full control effect; nearly all actives have a fitted effect of over 60% in size
#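 Complex of BAZ2B and biotin-H3K14Ac (50 nM apiece) forms over 30 min at RT, then faces library compounds up to 110 uM for another 30 min; AlphaScreen beads added, 20 min dark incubation, luminescence read.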
# Starred values were filed as active, the others as inactive; i = inactive; u = inconclusive; x = no result given; & = joins results of further samples; [ ] = remark or other dose. Unless noted, calls come from the whole dose curve; as a rule, active = well fitted curve in the direction sought with a large enough effect; inconclusive = small, poorly fitted or top-dose-only effect, or another doubt; inactive = no such curve, though single readings can be large; an effect the other way counts as inactive or inconclusive. Potency is the fitted concentration of half-maximal effect. Some of the compounds tested; count on the stated rates, not on these rows.
cpd	Compound	PGK inhibitor	G9a block	BLM helicase inh	HP1b chromo inh	Pin1 inh
1	CCOC(=O)Cc1c[nH]c2ccc([N+](=O)[O-])cc12	5%	x	x	9%[57 µM]	0%
2	O=c1c(-c2ccc(O)cc2)coc2cc(O)cc(O)c12	6%	18%[12.7 µM]	2%&-7%&-5%&-8%&-6%	27%	-5%
3	CC[n+]1c(/C=C2/C=C(C)CC(C)(C)C2)sc2ccc(OC)cc21	-5%	-37%[12.7 µM]	-1%	20µM*	u
4	COc1cccc(NC(=O)CSc2nc3c(c(=O)n2C)SC(C)C3)c1 (centres undefined)	i	u	0%	15%	-6%
5	CCN(Cc1ccccc1)C(=O)Cn1c(=O)oc2cc(S(=O)(=O)N3CCCCCC3)ccc21	x	6%[59 µM]	-3%	58%[activator]	u
6	CC1CCCCN1C(=O)CSc1nnc(Cc2ccccc2)n1C (centres undefined)	-4%	6%[59 µM]	3%	-7%	-3%
7	CCn1cc(C(=O)N2CCCC2)c(=O)c2cc(S(=O)(=O)N(C)C)ccc21	1%	3%	-4%	47%[activator]	-17%
8	Cc1cc(SC#N)cc(C)c1NC(=O)CCl	-2%	u	4%	59%[activator]	-3%
9	COc1ccc(S(=O)(=O)N2CCC(N3CCN(Cc4ccccc4)CC3)CC2)cc1	i	22µM*	-9%	u	37%[activator]
10	O=C(c1cccc(S(=O)(=O)N2CCN(c3ccc(F)cc3)CC2)c1)N1CCN(c2ccccc2O)CC1	-3%	x	x	21%	38%[activator]
11	CC(OC(=O)CC1CCCCC1)C(=O)Nc1ccc(F)cc1 (centres undefined)	-4%	3%	x	4%	0%
12	COC(=O)CCc1c(C)c(C(=O)c2ccco2)c2ccccn12	i	-24%[12.7 µM]	-1%	25%	-16%
13	Cn1c(SCc2nnc(-c3ccccc3)o2)nc2ccccc21	i	-30%	2%	20%	1%
14	CCOC(=O)C(CC)Sc1ccc2nnc(-c3cccnc3)n2n1 (centres undefined)	-6%	u	5%	48%&6%[activator]	3%&-7%
15	COc1ccc(C2CC(c3ccccc3)=NN2C(=O)COC(=O)c2cnc(Cl)c(Cl)c2)cc1 (centres undefined)	0%	u	-1%	22%	7%

cpd	JMJD2A Tudor	GLS inh	POLI inh	BAZ2B block
1	-8%	5%	15%	x
2	-15%	37%&28%[activator]	-1%[58.9 µM]	-8%
3	50µM*	-16%	u	56µM*
4	-30%	-2%	14%	7%
5	-10%	5%	10%	25%
6	1%[11.4 µM]	1%	1%	8%
7	-11%	1%	-7%	10%
8	-7%	1%	3%	-3%
9	5.6µM*	-4%	19%	25µM*
10	u	-1%	14%	x
11	7%	0%	52%[activator]	6%
12	-36%	-4%	-1%	u
13	-3%	-10%	115%[activator]	-3%
14	-21%&5%	-10%	25%&171%	-10%
15	9%	-4%	-6%	5%

# Record cards, from the list above. Values in the order: PGK inhibitor	G9a block	BLM helicase inh	HP1b chromo inh	Pin1 inh	JMJD2A Tudor	GLS inh	POLI inh	BAZ2B block
# `Cn1c(SCc2nnc(-c3ccccc3)o2)nc2ccccc21` across the screens: i	-30%	2%	20%	1%	-3%	-10%	115%[activator]	-3%
# `CC1CCCCN1C(=O)CSc1nnc(Cc2ccccc2)n1C` (centres undefined) across the screens: -4%	6%[59 µM]	3%	-7%	-3%	1%[11.4 µM]	1%	1%	8%

# From no. 1 up to 3, as listed above:
cpd	Compound	PGK inhibitor	G9a block	BLM helicase inh	HP1b chromo inh	Pin1 inh
1	CCOC(=O)Cc1c[nH]c2ccc([N+](=O)[O-])cc12	5%	x	x	9%[57 µM]	0%
2	O=c1c(-c2ccc(O)cc2)coc2cc(O)cc(O)c12	6%	18%[12.7 µM]	2%&-7%&-5%&-8%&-6%	27%	-5%
3	CC[n+]1c(/C=C2/C=C(C)CC(C)(C)C2)sc2ccc(OC)cc21	-5%	-37%[12.7 µM]	-1%	20µM*	u

cpd	JMJD2A Tudor	GLS inh	POLI inh	BAZ2B block
1	-8%	5%	15%	x
2	-15%	37%&28%[activator]	-1%[58.9 µM]	-8%
3	50µM*	-16%	u	56µM*

# Next section:
cpd	Compound	PGK inhibitor	G9a block	BLM helicase inh	HP1b chromo inh	Pin1 inh
16	CC(C)CC(C(=O)NCc1ccccn1)N1C(=O)c2ccccc2C1=O (centres undefined)	1%	24%[59 µM]	-2%	33%	-3%
17	O=C1c2ccccc2C(=O)N1CCC1(O)C(c2ccccc2)=Nc2ccccc21 (centres undefined)	1%	x	x	8%	2%
18	Cc1cccc(C)c1OCC(=O)NCC1(N2CCOCC2)CCCCC1	i	-1%[59 µM]	-1%	30%	0%
19	O=C(CC(Nc1ccccc1Cl)C(=O)OCC(=O)c1cccs1)c1ccccc1 (centres undefined)	4%	10µM*	-7%	51%[activator]	3%
20	Clc1cccc(CN2CCc3c([nH]c4ccccc34)C2)c1	0%	x	-20%	u	10%
21	CC(=O)N1CCc2c(sc(NC(=O)c3ccc(S(=O)(=O)N(C)C)cc3)c2C#N)C1	-3%	x	x	23%	8%
22	O=C(C1=C(O)C(=O)N(c2ncccn2)C1c1cccs1)c1ccco1 (centres undefined)	-7%	10µM*	-5%	-34%	u
23	CCO[C@@H]1OC(C(=O)Nc2ccccc2)=C[C@H](c2coc3ccccc3c2=O)[C@H]1CCCO	5%	-37%[59 µM]	1%	22%	u
24	O=S(=O)(c1ccc(Oc2ccccc2)cc1)N1CCOCC1	11%	-9%[59 µM]	-3%	31%	0%
25	COc1ccccc1C(=O)Nc1nc2ccc(S(=O)(=O)N3CCCC3)cc2s1	3%	8%[59 µM]	-8%	26%[57 µM]	0%
26	Cc1ccc(/C=N/NC(=O)C[n+]2ccccc2)s1	0%	-3%	1%	12%	0%
27	C/C(=N/N1CCN(Cc2cccc3ccccc23)CC1)c1cccnc1	4%	-19%[59 µM]	-5%	-6%	0%
28	CC[C@H](C)[C@@H](CN[C@H](CCCCNC)CNC)NCC1CCCC1	-5%	u	-14%	39%[activator]	0%
29	O=C(CCN1C(=O)c2ccccc2C1=O)N1CCC(c2ccccc2)C1 (centres undefined)	1%	7%[59 µM]	2%	26%	1%
30	COc1ccc(C(=O)OCCN=C2NS(=O)(=O)c3ccccc32)cc1OC	-3%	8%	2%	19%	-13%

cpd	JMJD2A Tudor	GLS inh	POLI inh	BAZ2B block
16	2%	0%	22%	-26%
17	-27%	10%	30%	x
18	-16%	0%	2%	-7%
19	-8%	x	2%	-4%
20	20µM*	3%	-2%	50µM*
21	-30%	20%	22%	x
22	20µM*	4%	u	u
23	-16%	-4%	39%[activator]	-5%
24	7%	2%	2%	1%
25	3%	7%	2%	4%
26	-3%	-2%	17%	-28%
27	-29%	1%	60%[activator]	u
28	-26%	-1%	5%	-4%
29	-6%	2%	12%	1%
30	-6%	-4%	-2%[58.9 µM]	-3%

# (continued)
cpd	Compound	PGK inhibitor	G9a block	BLM helicase inh	HP1b chromo inh	Pin1 inh
31	Fc1c(CSC(=S)N2CCOCC2)cccc1CSC(=S)N1CCOCC1	-3%	0%	-6%	3%	11%
32	Cc1cc([N+](=O)[O-])nn1Cc1ccc(C(=O)N/N=C/c2ccc(N(C)C)cc2)cc1	i	x	-4%	-5%	-4%
33	ON(CCc1ccccn1)CCc1ccccn1	-2%	x	x	-6%	u
34	O=C(CSc1ccc(-c2ccccn2)nn1)c1ccccc1	0%	u	-10%	37%[activator]	3%
35	Cc1cc(C)c(S(=O)(=O)N2CCN(C)CC2)c(C)c1	14%	13%[59 µM]	0%	25%	-1%
36	Cc1[nH]c2ccccc2c1SCC(=O)N1CCCCCC1	-9%	11%	-1%	35%	0%
37	Cc1cccc(NC(=O)C2CCN(S(=O)(=O)c3ccc(F)cc3)CC2)c1C	-4%	-32%[59 µM]	-7%	0%	4%
38	COCCCN1C(=O)CC(C(=O)OC)=C1C	-9%	-44%	0%	6%	-9%
39	C/[N+]([O-])=C\c1ccc([N+](=O)[O-])o1	-7%	-1%	-6%	32%	-16%
40	CC1CC(=O)N(Cc2ccccc2)c2ccccc2N1C=O (centres undefined)	-8%	1%[59 µM]	-1%	27%	4%
41	Cc1nc(-c2coc3cc(OCC(=O)O)ccc3c2=O)cs1	7%	-19%[59 µM]	5%	13%	0%
42	COCCNC(=O)Cc1ccc(Br)cc1	-1%	31%[12.7 µM]	1%	23%	3%
43	CCn1c(SCC(=O)NCc2ccco2)nc2cccnc21	8%	-10%[59 µM]	0%	16%	-6%
44	O=C(N/N=C/c1cccnc1)c1ccc(CN2c3cccc4cccc(c34)S2(=O)=O)cc1	-2%	10%	6%	57%[activator]	18%

cpd	JMJD2A Tudor	GLS inh	POLI inh	BAZ2B block
31	0%	-3%	-11%	-13%
32	-16%	-11%	176%[activator]	-31%
33	14µM*	-10%	153%[activator]	x
34	7.1µM*	-8%	26%	3.5µM*
35	-21%	3%	-19%	2%
36	-18%	5%	22%	-15%
37	-7%	2%	39%[activator]	-1%
38	-10%	-6%	129%[activator]	5%
39	-3%	6%	u	-4%
40	-7%	-11%	10%	-5%
41	-20%	12%	15%	-11%
42	-11%	8%	6%	36%[activator]
43	-10%	7%	0%	14%
44	5%	-3%	30%	-1%

# Results in sequence from above:
# Compounds 34–44 in POLI inh read 26%, -19%, 22%, 39%[activator], 129%[activator], u, 10%, 15%, 6%, 0%, 30%
